Compound activity as filed in PubChem BioAssay.
S1P4 agonist = human S1P4 receptor agonism; AID 1509; O95977; S1P4-expressing cell line, agonist reporter assay; activation, % at 4.98 µM; hit rate 0.35% among 220,000; in the data active = activation above about 11%;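 also: 0% = DMSO vehicle and 100% = reference agonist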
BaF3 parental = parental Ba/F3 viability inhibition as JAK2V617F counter-screen; CellTiter-Glo ATP luminescence; inhibition, % at 5.6 µM; hit rate 1.1% among 220,000; AID 1486;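 active = inhibition above a per-campaign cutoff, the mean inhibition of all tested compounds plus 3 SD, cut at about 27% in these data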;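 also: 0% = DMSO wells and 100% = JAK Inhibitor I control wells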
NPY-Y2 PAM-ag = potentiators or agonists of human neuropeptide Y receptor Y2; P49146; cells expressing NPY-Y2, potentiator/agonist read-out; activation, % at 3.6 µM; hit rate 0.45% among 220,000; in the data active = activation above about 27%;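 also: cells stimulated with NPY near EC25 plus isoproterenol at EC100; 0% = vehicle plus submaximal agonist and 100% = vehicle plus saturating agonist; some results beyond the cut were filed as inactive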
Target sequence (P49146 whole entry, looked up): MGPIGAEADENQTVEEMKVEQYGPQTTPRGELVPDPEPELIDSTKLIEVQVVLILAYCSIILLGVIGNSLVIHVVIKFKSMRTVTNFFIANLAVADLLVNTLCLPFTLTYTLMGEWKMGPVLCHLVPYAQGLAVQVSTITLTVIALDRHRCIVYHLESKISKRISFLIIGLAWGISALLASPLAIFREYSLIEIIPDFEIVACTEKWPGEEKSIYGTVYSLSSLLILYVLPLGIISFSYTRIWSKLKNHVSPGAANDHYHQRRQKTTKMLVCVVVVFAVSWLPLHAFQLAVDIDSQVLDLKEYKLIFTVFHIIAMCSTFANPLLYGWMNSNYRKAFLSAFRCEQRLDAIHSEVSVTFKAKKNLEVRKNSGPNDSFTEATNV
NPY-Y1 antag = antagonists of human neuropeptide Y receptor Y1. P25929. HEK293-CNG Y1 cells, membrane potential fluorescence; NPY at EC95, then isoproterenol. inhibition, % at 3.6 µM. hit rate 1% among 200,000;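 active = inhibition above the campaign mean inhibition of all tested compounds plus 3 SD, cut at about 20% in these data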;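 also: 0% = DMSO wells given NPY plus isoproterenol and 100% = isoproterenol alone without NPY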
Target sequence (P25929 whole entry, looked up): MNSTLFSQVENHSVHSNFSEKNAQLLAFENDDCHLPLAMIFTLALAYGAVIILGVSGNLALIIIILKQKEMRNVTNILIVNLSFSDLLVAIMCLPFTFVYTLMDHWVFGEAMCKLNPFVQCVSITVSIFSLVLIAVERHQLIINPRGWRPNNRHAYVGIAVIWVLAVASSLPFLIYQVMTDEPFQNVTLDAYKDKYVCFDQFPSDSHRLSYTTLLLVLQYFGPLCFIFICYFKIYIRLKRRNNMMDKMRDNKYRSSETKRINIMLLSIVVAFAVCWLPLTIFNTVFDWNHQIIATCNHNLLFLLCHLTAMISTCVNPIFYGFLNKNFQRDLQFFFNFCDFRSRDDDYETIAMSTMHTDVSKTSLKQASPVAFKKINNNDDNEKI
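Material: HEK293 Y1/CNG channel cell line | Also added: NPY (25 nM), isoproterenol (1 µM), Ro 20-1724 (25 µM) | Compound: One concentration, 3.6 µM, in 0.4% DMSO | Schedule: 3 h dye uptake, 1 h room-temperature compound, 45 min post-isoproterenol | Signal: Membrane-potential fluorescent dye readout | Read-out: % inhibition of NPY effect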
p47phox inh = inhibitors of human p47phox binding; p47phox/p22phox peptide binding, fluorescence polarization, 2 h; inhibition, % at 24.7 µM; hit rate 0.53% among 220,000;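 active = inhibition above about 30%, limit read from the data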;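 also: 0% = p47phox with labelled peptide and 100% = labelled peptide alone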
S1P4 antag = antagonists of human S1P4 receptor; S1P4-expressing cells, antagonist mode, reporter read-out; inhibition, % at 4.98 µM; hit rate 0.26% among 220,000; AID 1510; in the data active = inhibition above about 29%;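 also: 0% = wells stimulated with agonist and 100% = vehicle wells without agonist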
NPY-Y1 PAM-ag = human NPY-Y1 potentiation or agonism, primary screen; hit rate 0.37% among 220,000; NPY-Y1 expressing cells, potentiator/agonist activation; activation, % at 3.6 µM; AID 1304; P25929; in the data active = activation above about 33%, passing the limit was not always enough;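 also: cells stimulated with NPY at EC10 then isoproterenol at EC100; 0% = low agonist plus stimulus and 100% = saturating agonist plus stimulus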
Ba/F3 V617F tox = loss of viability in JAK2V617F-driven Ba/F3 cells | Ba/F3 EpoR-JAK2V617F viability, ATP luminescence | hit rate 1.1% among 220,000 | AID 1446 | inhibition, % at 5.6 µM;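 active = inhibition above the campaign mean plus 3 SD over all tested compounds, cut at about 24% in these data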;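 also: cytokine-independent growth of Ba/F3 cells driven by EpoR plus mutant JAK2; 0% = DMSO-treated cells and 100% = JAK inhibitor I control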
CHOP inh = CHOP inhibition in unfolded protein response. CHO-K1 CHOP-promoter luciferase, tunicamycin-induced, 15-18 h. inhibition, % at 10 µM. hit rate 3.8% among 220,000;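 active = compounds that reduced the stress-induced luciferase reporter signal by more than about 70% of percent inhibition, limit read from the data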;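 also: 0% = tunicamycin plus vehicle and 100% = wells without tunicamycin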
The depositor's hits bear a star; / = no result given; & = joins results of further samples.

SMILES | NPY-Y1 PAM-ag | NPY-Y2 PAM-ag | p47phox inh | S1P4 agonist | BaF3 parental | NPY-Y1 antag | CHOP inh | S1P4 antag | Ba/F3 V617F tox
Cn1c2c(c(=O)n(C)c1=O)C(C(F)(F)F)(C(F)(F)F)N=C(CCC1CCCCC1)N2 | -35 | -9 | -10 | -1.1 | 3 | 22* | 60 | -14 | 6
CCCCN(C(=S)Nc1cccc(SC)c1)C1CCN(C(C)=O)CC1 | -14 | -15 | -4 | -0.2 | 10 | 3 | -3 | -2 | 9
O=C(CSc1ccc(-c2ccc(F)cc2)nn1)N1CCCCC1 | -13 | -1 | -7 | -1.4 | 6 | 3 | 6 | 8 | 2
CCOc1ccc(CCNC(=O)c2ccc(CNS(=O)(=O)c3ccccc3)cc2)cc1OCC | 8 | 0 | -7 | 0.0 | 1 | -5 | 30 | -18 | -2
CC(C)C(=O)Nc1ccc(C(=O)N/N=C/c2cc(Br)cc(Br)c2O)cc1 | -14 | -1 | 0 | 1.1 | 5 | -3 | 59 | -5 | 3
CC(C)CNC(=O)CC1Nc2ccccc2NC1=O (stereo not given) | 5 | -15 | -2 | 0.2 | 4 | 2 | 8 | 4 | 1
COc1ccc(-c2nnn(CC(=O)N(CCN3CCOCC3)C(C(=O)NC3CCCCC3)c3ccco3)n2)cc1 (stereo not given) | -10 | 6 | -7 | 1.2 | 3 | 6 | 23 | -19 | -2
CCOC(=O)c1nnc(-c2ccccc2)o1 | 4 | 4 | -11 | 2.2 | 4 | 4 | 1 | -13 | -2
Cc1cc(NC(=O)Nc2cccc3ccccc23)no1 | 1&-18 | -1&-18 | -10&-25 | 1.2&0.6 | 2&0 | -3 | 32&29 | 3&6 | -3&-1
Cc1ccccc1CN1CCCNC1=O | 9 | 14 | -2 | -3.2 | 2 | 1 | -4 | 5 | -3
O=C(CN1CCN(Cc2ccccc2Cl)C1=O)NCCCN1CCOCC1 | -23 | 2 | -18 | 1.3 | 1 | / | -4 | -13 | -3
O=C(CNC(=O)c1ccccc1)NCCc1nc2ccccc2[nH]1 | -12 | 1 | -9 | -0.8 | 5 | -5 | 27 | -4 | -2
O=C(COC(=O)c1c[nH]c(=O)[nH]c1=O)NCc1ccccc1 | -17 | -19 | -6 | -0.2 | 2 | 7 | 1 | -12 | -3
CC(=O)C1=C(O)C(=O)N(CCCO)C1c1ccccc1 (stereo not given) | 2 | -8 | -3 | -4.2 | 9 | -1 | -9 | -8 | 1
CN(CC(=O)Nc1ccccc1Sc1ccccc1)C1CCCCC1 | 1 | 14 | 9 | -0.1 | 4 | 4 | 8 | -7 | 1
CC1CCN(c2[nH]c(=S)c(C#N)c3c2CCCC3)CC1 | 25 | 14 | -21 | 1.5 | 8 | 4 | 28 | -2 | -3
CCN(CC)CCCNC(=O)c1ccc2c(Cl)c3c(nc2c1)CCCC3 | -22 | -16 | 4 | -0.5 | 8 | 9 | 53 | -4 | 7
COC(=O)c1sccc1NC(=O)Nc1cccc(Cl)c1Cl | -2 | -11 | -8 | -7.1 | -1 | 12 | 84* | -2 | -5
COc1ccc(/C=C2\N=C(SC)N(C)C2=O)cc1 | 16 | 5 | -12 | -0.2 | 1 | 4 | 18 | -7 | -3
COC(=O)c1ccccc1NC(=O)CN(c1cc(OC)ccc1OC)S(C)(=O)=O | -9 | -1 | 0 | -1.8 | 0 | 5 | 23 | 6 | -2
CCOc1cc(/C=C2\SC(=O)N(c3ccc(O)cc3)C2=O)ccc1O | 18 | 1 | -25 | 2.2 | -2 | / | 22 | -5 | -5
COc1ccc(-c2[nH]ncc2C=O)cc1 | 9 | -3 | 0 | 1.2 | 4 | 1 | -6 | 1 | -1
Cc1cc(C(=O)CN2C(=O)C(=O)N(Cc3ccccc3)C2=O)c(C)n1-c1ccc2c(c1)OCCO2 | -5 | 0 | -45 | -0.2 | 6 | 0 | 3 | -9 | 3
CC1(C)CC(=O)/C(=C(\O)Cc2ccccc2)C(=NCCCCCC(=O)O)C1 | -1 | -5 | -2 | 2.5 | 7 | 8 | 1 | -2 | 2
CCC1(CC)Cc2ccccc2C(N)=C1C#N | 3 | -6 | -13 | 0.9 | 3 | 0 | 42 | -23 | 7
Cn1nc(CC(=O)NCCN2C(=O)CSC2=O)c2ccccc2c1=O | 10 | 4 | 4 | 4.0 | 2 | -3 | 4 | -13 | 2
Cc1cccc(NC(=O)C2(c3ccccc3)CCOCC2)c1 | -6 | -16 | / | -0.1 | 4 | 9 | 14 | 7 | 4
COc1cc(C2/C(=C(\O)c3ccc4c(c3)CC(C)O4)C(=O)C(=O)N2CCCn2ccnc2)ccc1O (stereo not given) | -5 | -5 | 11 | 1.1 | 1 | 2 | -17 | -6 | 0
Cn1cc(Cl)c(C(=O)N/N=C/c2ccc(OS(=O)(=O)c3ccccc3)cc2)n1 | -3 | 7 | -17 | 1.2 | 3 | 7 | 1 | -4 | -1
COc1cc2c(cc1OC)CN(S(=O)(=O)c1ccc3c(c1)OCCO3)CC2 | 1 | -3 | -9 | 2.0 | 3 | 8 | 14 | -8 | -2
O=C(N/N=C/C=C/c1ccco1)C(O)c1ccccc1 (stereo not given) | 5 | 1 | / | -1.5 | 8 | 0 | / | -2 | -3
COc1ccc(NC(=O)Cn2cnc3sc(C)c(S(=O)(=O)N4CCN(C)CC4)c3c2=O)cc1OC | 18 | 5 | -4 | 1.2 | 3 | 0 | -11 | 14 | 1
O=C(CSc1nc2[nH]ncc2c(=O)n1-c1ccccc1Br)NCc1ccco1 | -11 | 1 | -12 | -0.7 | 3 | -1 | 27 | -11 | -2
Cc1ccc(NC(=O)NNC(=O)Cn2nc(-c3ccccc3)c(-c3ccccc3)c(C#N)c2=O)cc1 | 32 | 8 | 0 | 1.8 | -1 | -5 | 4 | -23 | 1
COc1cc(SC)ccc1C(=O)NCCOc1ccccc1Cl | -66 | -11 | -13 | 1.4 | 1 | 12 | 50 | 1 | 1
CCOC(=O)Cc1csc(NC(=O)c2cc(=O)c3ccccc3o2)n1 | -35 | -13 | 1 | -0.5 | -1 | 0 | -2 | -1 | -3
O=C(Nc1ccc(F)cc1)C1CCCN(S(=O)(=O)c2cccc3cccnc23)C1 (stereo not given) | -5 | -2 | 0 | -0.8 | 3 | -5 | 38 | -3 | -3
CCOC(=O)CCNCc1ccc(OC)c(OC)c1 | -4 | 4 | -3 | -0.4 | 2 | / | 13 | 7 | -5
COc1ccc(C)cc1NC(=O)CSc1nnnn1Cc1ccccc1 | -7 | 12 | -1 | 0.1 | -2 | -1 | 23 | -1 | -3
COc1ccccc1N1CCN(C2=CC(=O)CCC2)CC1 | 0 | -3 | -6 | -1.1 | 9 | 3 | 1 | -10 | 4
CN(C)CCCNC(=O)/C(=C\c1ccc(-c2ccc(Br)cc2)o1)NC(=O)c1ccccc1 | -2 | -5 | -4 | -1.3 | 7 | 15 | 81* | -4 | 4
COc1cccc(C(=O)c2c[nH]c(C(=O)NCc3cccnc3)c2)c1 | 20 | 14 | -12 | 2.0 | 9 | -1 | 7 | -13 | 3
CCC(C)(C(=O)NC1CCCCC1)N(CC1CCCO1)C(=O)c1ccccn1 (stereo not given) | -3 | 3 | -6 | 0.9 | 5 | 9 | -19 | 0 | -1
CC(C)c1ccccc1OCC(=O)NCC(c1cccs1)N1CCOCC1 (stereo not given) | -27 | 4 | -7 | -1.0 | 2 | 4 | 50 | -16 | 1
O=C(CSc1ccc2nnc(-c3cccnc3)n2n1)NCc1ccc2c(c1)OCO2 | -3 | 7 | 6 | 1.5 | 5 | 4 | -4 | 6 | 1
CC(C)(C)N1CC2(c3ccccc3)CN(C(C)(C)C)CC(c3ccccc3)(C1)C2=O | 14 | 8 | -2 | -1.5 | 1 | 6 | -5 | -1 | -5
O=C(C1=C[C@@H](C2CC2)C[C@@H](OCCCCO)O1)N1CCOCC1 | -5 | 1 | 1 | -0.7 | 1 | -3 | 24 | -1 | -2
CN(CCCNC(=O)c1cccn2c(=O)c3ccccc3nc12)Cc1ccccc1 | -24 | -18 | -3 | -2.5 | 13 | 5 | 3 | -5 | 5
O=C(C1CC1)N1N=C2CCCCC2C1(O)C(F)(F)F (stereo not given) | 4 | 6 | -13 | 1.1 | 5 | 3 | 17 | 1 | -2
O=C(O)CCCNC(=O)/C=C/c1ccco1 | 1 | -9 | -17 | -0.9 | 5 | -2 | 2 | 11 | 3
CC(C)CN(CC(C)C)C(=O)CCCC(=O)N(CC(C)C)CC(C)C | 6 | -2 | -10 | 0.5 | 6 | 3 | 48 | -2 | 2
Cc1nnc(SCc2cccc3ccccc23)s1 | 3 | 14 | -3 | 0.1 | -1 | / | 4 | -4 | -1
CCOC(=O)/C(=N\Nc1ccccc1[N+](=O)[O-])c1csc(N)n1 | 12 | 21 | 2 | 0.0 | 6 | -3 | 24 | 5 | 5
O=C(OCc1ccc(C(=O)c2ccccc2)cc1)c1cccc(-c2nnc(-c3ccccc3)o2)c1 | 6 | 2 | -15 | -1.9 | -1 | -7 | 53 | -4 | -2
Cc1cccnc1NC(=O)C1CCN(S(=O)(=O)c2cccs2)CC1 | -7 | 3 | -17 | -3.0 | -1 | 7 | -6 | 0 | -6
Cc1nn(C)c(C)c1N1C(=O)c2cccc3c(N)ccc(c23)C1=O | -26 | -17 | -5 | 0.8 | 5 | 1 | 1 | 18 | 2
COc1ccc(N2CCN(C(=O)CN(Cc3ccccc3)S(C)(=O)=O)CC2)cc1 | 12 | 2 | -10 | 0.6 | 2 | 2 | -6 | -21 | 0
CN(CC(=O)Nc1ccc(F)cc1)CC(=O)Nc1ccc(Cl)c(S(=O)(=O)N2CCOCC2)c1 | -6 | -15 | -10 | -0.4 | 0 | / | -3 | -6 | 4
COc1cc(NC(=O)c2ccco2)c(C(=O)OCC(=O)Nc2ncc(Cl)cc2Cl)cc1OC | -27 | -19 | -52 | -1.9 | 3 | -3 | 8 | -6 | 0
COc1ccc(S(=O)(=O)Nc2ccc3oc4ncccc4c(=O)c3c2)cc1OC | -9 | -44 | -16 | -0.7 | -2 | / | 1 | 1 | -4

New compounds follow
SMILES | NPY-Y1 PAM-ag | NPY-Y2 PAM-ag | p47phox inh | S1P4 agonist | BaF3 parental | NPY-Y1 antag | CHOP inh | S1P4 antag | Ba/F3 V617F tox
CCc1nnc(NC(=O)CSc2nnc(CNC(=O)c3cc(OC)c(OC)c(OC)c3)o2)s1 | -31 | -8 | 24 | 0.8 | 8 | 4 | -3 | -10 | 7
Cc1nn(-c2ccccc2C(=O)O)c(=O)c2ccccc12 | -9 | 4 | 3 | -0.2 | 5 | 1 | 17 | -18 | -1
Cc1cc(C)c2c(=O)[nH]c(=O)n(Cc3ccccc3)c2n1 | 8 | -13 | -141 | -0.9 | 3 | 1 | 29 | -17 | -4
CS(=O)(=O)c1nncn1-c1ccccc1 | -6 | -9 | -8 | -2.3 | 3 | -2 | 9 | 2 | 3
C=CCn1c(/N=C/c2ccc3c(c2)OCO3)nc2ccccc21 | 10 | 17 | 0 | 0.8 | 4 | 4 | 0 | -13 | 0
CCn1ncc(/C=N/NC(=O)c2ccc3c(c2)OCO3)c1C | 9 | -3 | 3 | 1.0 | 3 | 3 | -11 | -2 | -1
CS(=O)(=O)Nc1nnc(SCC(=O)Nc2cccc([N+](=O)[O-])c2)s1 | 4 | 6 | 3 | 0.6 | 3 | -3 | -10 | -6 | -2
